# Source: PubChem
# N370S GC mod: qHTS Assay for Inhibitors and Activators of N370S glucocerebrosidase as a Potential Chaperone Treatment of Gaucher Disease; Lysosomal acid glucosylceramidase (Homo sapiens), P04062; N370S GC spleen homogenate, 4MU-glucoside fluorescence; Potency, µM (doses to about 59.4 µM), inactives show at the highest dose activity change, negative = inhibition, usual class: inhibitors; 330,000 tested, 0.092% active; AID 2101, 2009;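 note: 0% = full enzyme activity and -100% = no enzyme basal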
# FEN1 inhibitor: qHTS Assay for the Inhibitors of Human Flap endonuclease 1 (FEN1). P39748. 390,000 tested, 0.35% active. Recombinant FEN1 flap cleavage, fluorescence, 15 min. Potency, µM (titrated, usually from 114 µM), without a hit: at the top dose activity change, negative = inhibition, actives largely listed as inhibitors; note: nearly all actives have a fitted effect of over 65% in size
#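 Potency values derive from four-parameter Hill fits of normalized qHTS data. The reaction used 10 nM FEN1 preincubated 15 min at room temperature with compound, then 50 nM DNA substrate, read at 0 and 15 min.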
# KAT2A inh: qHTS Assay for Inhibitors of GCN5L2; Histone acetyltransferase KAT2A (Homo sapiens), Q92830; 390,000 tested, 0.21% active; Potency, µM (series often up to 58.9 µM), inactives show at the top dose activity change, negative = inhibition, actives largely listed as inhibitors; GCN5L2 HAT assay, ThioGlo1 CoA-SH fluorescence; AID 504327, 2011
# Target sequence (Q92830 whole entry, looked up): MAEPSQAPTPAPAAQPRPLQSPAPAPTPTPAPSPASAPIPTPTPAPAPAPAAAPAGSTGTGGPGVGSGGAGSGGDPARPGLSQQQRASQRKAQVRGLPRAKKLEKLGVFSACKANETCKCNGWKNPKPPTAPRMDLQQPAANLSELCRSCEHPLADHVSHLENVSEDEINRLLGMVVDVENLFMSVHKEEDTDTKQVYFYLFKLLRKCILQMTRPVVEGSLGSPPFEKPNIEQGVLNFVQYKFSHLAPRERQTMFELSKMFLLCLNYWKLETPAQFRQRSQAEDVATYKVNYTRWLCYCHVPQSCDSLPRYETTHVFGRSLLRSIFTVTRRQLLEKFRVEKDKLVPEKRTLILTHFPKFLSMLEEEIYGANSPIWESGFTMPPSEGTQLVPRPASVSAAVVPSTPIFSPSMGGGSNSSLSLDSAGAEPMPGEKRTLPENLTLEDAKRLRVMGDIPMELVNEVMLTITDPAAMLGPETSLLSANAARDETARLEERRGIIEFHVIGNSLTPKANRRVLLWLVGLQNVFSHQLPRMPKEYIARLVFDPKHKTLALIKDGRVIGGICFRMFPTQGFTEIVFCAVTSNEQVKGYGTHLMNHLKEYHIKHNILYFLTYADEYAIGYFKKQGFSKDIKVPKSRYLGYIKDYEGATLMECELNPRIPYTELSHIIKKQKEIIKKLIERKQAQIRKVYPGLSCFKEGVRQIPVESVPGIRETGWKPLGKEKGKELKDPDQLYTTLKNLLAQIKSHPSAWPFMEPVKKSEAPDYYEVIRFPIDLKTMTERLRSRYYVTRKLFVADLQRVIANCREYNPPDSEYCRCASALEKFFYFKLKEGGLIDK
#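 Compounds, pin-transferred from DMSO stocks, meet 20nM GCN5L2 for 15 min before the reaction begins with H3(1-25) peptide (75uM) and acetyl-CoA (70uM). Thiol-reactive ThioGlo1 reports CoA release over 20 min at room temperature.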
# Numbers without * were called inactive; ? = inconclusive; . = no result given; [ ] = another dose, or the depositor's remark. Calls come from the whole dose curve; as a rule, active = well fitted curve in the direction sought with a large enough effect; inconclusive = small, poorly fitted or top-dose-only effect, or another doubt; inactive = no such curve, though single readings can be large; an effect the other way counts as inactive or inconclusive. Unless noted, % is set by controls: 0 for no effect and ±100 for the full control effect; potency is the fitted concentration of half-maximal effect.
structure	KAT2A inh	N370S GC mod	FEN1 inhibitor
CCOC(=O)C1=C(c2ccccc2)N=C2SCC(=O)N2C1c1ccc(OCC)c(OCC)c1 (centres undefined)	-1%	7%	-13%
CCOC(=O)C1CCCN(C2=NC(=O)/C(=C/c3ccc(O)c(OC)c3)S2)C1 (centres undefined)	-25%	-11%	9%
COc1ccc(NC(=O)C(c2ccc(OC)cc2)N(Cc2ccco2)C(=O)CC2NC(=O)NC2=O)cc1 (centres undefined)	-4%	-11%	9%
CCOC(=O)c1c(C)[nH]c(C)c1S(=O)(=O)N1CCCC(C(=O)NCc2ccccc2Cl)C1 (centres undefined)	-9%	.	-1%
O=C(COc1ccc2ccccc2c1)NNC(=O)Cc1cccc2ccccc12	-9%	9%	-1%
O=C(COc1ccc2c(-c3ccccc3)cc(=O)oc2c1)NCC(O)c1ccccc1 (centres undefined)	-19%	-4%	17%
CC(=O)Nc1ccc(N(C(=O)c2ccco2)C(C(=O)NC2CCCC2)c2ccc(N3CCOCC3)cc2)cc1 (centres undefined)	-13%	4%	-16%
C=CCNC(=O)C12CCC(C)(C(=O)[C@H]1Br)C2(C)C (some centres undefined)	0%	0%	17%
CSc1cc(-c2ccc(Cl)cc2)[nH]c(=O)c1C#N	-11%	4%	1%
CCOc1ccc(NC2OC(C)C(O)C(O)C2O)c([N+](=O)[O-])c1 (centres undefined)	18%	2%	-3%
Cc1ccc(S(=O)(=O)c2nc(-c3ccco3)oc2SC(C)c2ccccc2)cc1 (centres undefined)	-19%	.	-17%
Cc1ccc2c(c1)nc(NCCCO)n2C	0%	2%	-2%
Cc1noc(C)c1NC(=O)N(C)C[C@H]1Oc2ccc(NC(=O)NC3CCCCC3)cc2C(=O)N([C@H](C)CO)C[C@@H]1C	0%	.	-2%
CCCN(C(=O)COC(=O)CSc1ccc([N+](=O)[O-])cc1)C1CCS(=O)(=O)C1 (centres undefined)	-2%	.	4%
O=C(O/N=C1\CCS(=O)(=O)c2sccc21)c1c(F)cccc1F	-6%	3%	3%
CN1CCC(=C2c3ccccc3Sc3ccccc32)CC1	0%	-21%	14%
CC1CCC2C(=O)N(c3ccc(S(=O)(=O)c4ccccc4)cc3)C(=O)C2C1 (centres undefined)	0%	-2%	-2%
COc1ccc(/C=C(/C(=O)N2CCCCC2C(=O)O)c2ccc(OC)c(OC)c2)cc1 (centres undefined)	-3%	.	0%
Cc1ccc(-c2noc(CNS(=O)(=O)c3ccccc3)n2)cc1	-1%	1%	0%
COc1ccccc1-c1c(C(F)(F)F)oc2cc(OS(C)(=O)=O)ccc2c1=O	-4%	16%	-11%
CC(=O)c1ccc(N(CC(=O)NCc2ccc3c(c2)OCO3)C(=O)c2csnn2)cc1	-1%	-2%	0%
C=CCSc1nnc(-c2ccc(Cl)cc2Cl)o1	-2%	10%	6%
COc1ccc(/C=N/NC(=O)Cn2cnc3c2c(=O)n(C)c(=O)n3C)cc1	0%	14%	-7%
CC(=O)c1ccc(NC(=O)/C(=C\c2ccccc2)NC(=O)c2ccco2)cc1	-6%	16%	-2%
O=[N+]([O-])c1ccc(CSc2ccc(S(=O)(=O)N3CCCCCC3)cn2)cc1	-4%	4%	8%
CCN(CC)c1ccc(NC(=O)c2ccc(=O)[nH]c2)cc1S(=O)(=O)Nc1ccc(OC)cc1	-4%	-13%	-11%
NS(=O)(=O)c1ccc(CCNC(=O)c2cnccn2)cc1	-4%	-4%	-2%
COc1cc(NC(=O)Cn2ncc3c2-c2ccccc2OC3)cc(OC)c1OC	-3%	-6%	15%
Cc1nc2ccccc2n1/C(=N/S(=O)(=O)c1ccc(Br)cc1)c1ccccc1	-2%	5%	.
Cc1cc2nc(SCCOC(=O)Nc3cccc(Cl)c3)nc(C)c2cc1C	-12%	10%	-18%
COc1cc2c(cc1OC)CN(Cc1ccc(F)cc1)CC2	1%	-6%	-2%
NC(=O)C1CCN(CC(=O)NCc2ccccc2)CC1	-1%	6%	-4%
Cc1ccc(C)c(N2CCN(C(=O)c3cc4c(=O)n(Cc5cccs5)ccc4nc3C)CC2)c1	-12%	.	-6%
Cc1cc(C)c2c(-n3cccc3)c(C(=O)NCCc3ccc(Cl)cc3)sc2n1	-8%	.	5%
COc1cc(OC)c2c(=O)c(-c3ccccc3)c(C)oc2c1OC	4%	0%	.
O=C(O)CCCC(=O)Nc1cc([N+](=O)[O-])ccc1O	-10%	-8%	-4%
CC(=O)c1c(COC(=O)c2cccc(C)c2)nc2ccccc2[n+]1[O-]	-6%	13%	-5%
COc1cc(NS(=O)(=O)c2ccc(F)cc2)c(OC)cc1NC(=O)C1CC1	-11%	4%	.
O=C(CN(C(=O)CCC(=O)Nc1ccccn1)c1cccc(F)c1)NCc1ccc(F)cc1	1%	-8%	3%
COc1ccc(/C=C/C(=O)OCC(=O)N2CC(=O)Nc3ccccc32)cc1	-6%	-4%	-11%
Cc1ccc(-c2cc(-c3ccccc3)c(C#N)c(Br)n2)cc1	22%	-2%	2%
Cc1ccccc1NC(=S)NC(NC(=O)c1ccco1)C(Cl)(Cl)Cl (centres undefined)	-5%	13%	-4%
c1ccc2sc(SCSc3nc4ccccc4s3)nc2c1	-9%	9%	-21%
CCCCN(C)S(=O)(=O)c1cc(-c2cc(C)no2)ccc1C	-15%	.	-14%
CN(c1ccccc1)S(=O)(=O)c1cccc(NC(=O)CCNC(=O)c2ccc([N+](=O)[O-])cc2)c1	-9%	.	-9%
CCCc1cc(=O)c2ccc(OC/C(C)=N/O)cc2o1	-1%	1%	-4%
CCCc1cnc(N2CCN(C(=O)c3ccc(OC)cc3)CC2)nc1	1%	-16%	-1%
Cc1c(OC(C)C(=O)NC2CC(C)(C)NC(C)(C)C2)ccc2c3c(c(=O)oc12)CCC3 (centres undefined)	-4%	-2%	14%
Cc1cccc(-n2cnc3c(c2=O)c2nc4ccccc4nc2n3Cc2ccco2)c1	-13%	2%	8%
COC(=O)c1ccccc1NC(=O)c1ccccc1N(C)S(=O)(=O)c1ccccc1	-17%	14%	-2%
CC1(C)CC(=O)C=C(NCCCNC2CCCCC2)C1	6%	-4%	-7%
Cc1n[nH]c(=O)c2c(NC(=O)CSc3nn(-c4ccccc4)c(=S)s3)oc(C)c12	-11%	-17%	-6%
O=C(NCCO)/C(=C\c1ccco1)NC(=O)c1ccco1	-1%	-4%	12%
CCOC(=O)Cc1c(C)c2c(C)nn(-c3ccccc3)c2oc1=O	-2%	8%	-6%
COc1ccc(C2CC(=O)c3cc(-c4nc(-c5cccc(Cl)c5)cs4)c(=O)[nH]c3C2)cc1OC (centres undefined)	-8%	.	-6%
O=C(O)c1cccc(S(=O)(=O)Nc2ccc(Cc3ccncc3)cc2)c1	-4%	.	13%

# Further entries follow.
structure	KAT2A inh	N370S GC mod	FEN1 inhibitor
COc1ccc(N2CCN(c3nc4c(C)cccn4c(=O)c3C=C(C#N)C#N)CC2)cc1	4%	-5%	14%
CCC(=O)C1CCCN(C(=O)CCc2nnc(-c3ccc(C(C)=O)s3)o2)C1 (centres undefined)	-2%	-12%	-3%
Cc1csc(Sc2ccc([N+](=O)[O-])cc2C(=O)OCC(=O)NC2CCCC(C)C2C)n1 (centres undefined)	-6%	5%[12.8 µM]	-5%
COc1ccccc1C(=O)Nc1ccc(S(=O)(=O)N2CCOCC2)cc1	-7%	-9%	10%
CC(C)(C)c1cc(NC(=O)Nc2ccccc2)no1	-4%	17%	-8%
COc1cc(NC(=O)CN2CCN(S(=O)(=O)/C=C/c3ccccc3)CC2)cc(OC)c1OC	0%	.	18%
CCCn1nc(C(=O)OCC(=O)NC(C)c2ccccc2)c2ccccc2c1=O (centres undefined)	10%	-8%	6%
COc1ccc(C2=NN(C(=O)COC(=O)c3ccc(NC(=O)CC#N)cc3)C(c3ccco3)C2)cc1 (centres undefined)	-5%	.	-1%

# 3 of the compounds above, field by field:
> COc1ccc(N2CCN(c3nc4c(C)cccn4c(=O)c3C=C(C#N)C#N)CC2)cc1
  KAT2A inh: 4%
  N370S GC mod: -5%
  FEN1 inhibitor: 14%

> CCC(=O)C1CCCN(C(=O)CCc2nnc(-c3ccc(C(C)=O)s3)o2)C1 (centres undefined)
  KAT2A inh: -2%
  N370S GC mod: -12%
  FEN1 inhibitor: -3%

> Cc1csc(Sc2ccc([N+](=O)[O-])cc2C(=O)OCC(=O)NC2CCCC(C)C2C)n1 (centres undefined)
  KAT2A inh: -6%
  N370S GC mod: 5%[12.8 µM]
  FEN1 inhibitor: -5%

# Quoted at random: two compounds from above
structure	KAT2A inh	N370S GC mod	FEN1 inhibitor
CCC(=O)C1CCCN(C(=O)CCc2nnc(-c3ccc(C(C)=O)s3)o2)C1 (centres undefined)	-2%	-12%	-3%
COc1ccccc1C(=O)Nc1ccc(S(=O)(=O)N2CCOCC2)cc1	-7%	-9%	10%

# Next section.
structure	KAT2A inh	N370S GC mod	FEN1 inhibitor
O=C(COc1ccc2c(-c3ccccc3)cc(=O)oc2c1)N[C@H](Cc1c[nH]c2ccccc12)C(=O)O	-13%	3%	-11%
COc1cccc(N2C(=O)C(CC(=O)Nc3ccc(F)cc3)N(CCC3=CCCCC3)C2=O)c1 (centres undefined)	-16%	.	-1%
CCCCc1ccc(NC(=S)NCCc2ccc(S(N)(=O)=O)cc2)cc1	0%	-9%	-4%
O=C(NC1CCCCCC1)C1CCN(C(=O)c2ccc(Cl)cc2)CC1	-6%	.	-1%
Fc1ccc(C2CC(c3ccco3)n3ncnc3N2)cc1 (centres undefined)	0%	1%	25%
COc1ccc(-c2nc3ccccc3n3c(-c4ccccc4)c4c(=O)n(C)c(=O)n(C)c4c23)cc1	0%	.	0%
CCOC(=O)c1nc2nc(C)cc(=O)n2[nH]1	-4%	-23%	11%
COc1ccc(-c2cn3c(n2)CCC3)cc1	-5%	5%	-1%
C=CCCC(=O)N1CCC(n2nccc2NC(=O)c2ccc(OC)cc2)CC1	0%	-4%	-11%
O=C(CSc1ccc2nnc(-c3ccncc3)n2n1)Nc1ccccc1F	-5%	9%	17%
Cc1cccc(C)c1NC(=S)N(CCc1ccncc1)C(C)C	4%	10%	-3%
Cc1cc(N2CCOCC2)ccc1/C=C1/SC(=O)NC1=O	-18%	-16%	-3%
COc1ccc(CCNC(=O)COC(=O)c2ccc(F)c(S(=O)(=O)N3CCOCC3)c2)cc1	-5%	.	-12%
COc1ccc(C2=NN(C(=O)CSc3nccn3C)C(c3ccco3)C2)cc1 (centres undefined)	1%	.	0%
Cc1ccc(-c2nnc(N3CC(C)OC(C)C3)c3ccccc23)cc1 (centres undefined)	-4%	-3%	-10%
COc1ccc(F)cc1CN1CCN(CC(=O)N2CCc3ccccc32)CC1	-2%	-3%	0%
Cc1ccc(Nc2ccccc2)nn1	4%	-1%	-8%
C/C(=N\NC(=O)c1cc(C)[nH]n1)C(C)(C)C	-2%	-21%	1%
COc1ccc(C(=O)CSc2ccccc2C(=O)O)cc1	-7%	2%	-6%
C=CCc1c(C)nc(-c2ccccc2)nc1N/N=C(\C)c1ccccc1	-6%	10µM*	-9%
Cc1ccc(NC(=O)CSc2n[nH]c(-c3ccccn3)n2)cc1	-5%	0%	5%
CCOC(=O)[C@@H]1[C@H]2COc3ccccc3[C@H]2N2C(=O)N(c3cccc(Cl)c3)C(=O)[C@@]12C	?	?	3%
CC1CCN(C(=O)CCc2nnc3ccc(NCc4ccco4)nn23)CC1	-7%	-5%	-18%
CCOC(=O)C1CCCN(C(=O)C2CCCN(S(=O)(=O)c3ccc4c(c3)oc(=O)n4C)C2)C1 (centres undefined)	-3%	-6%	3%
CC(C)CC(NC(N)=O)C(=O)Nc1ccc2c(c1)OCO2 (centres undefined)	-5%	0%	18%
COc1cc(SC)ccc1C(=O)NCCc1ccccc1	1%	?	-2%
CCOC(=O)c1c(NC2OC(=O)c3c2ccc(OC)c3OC)sc(C(=O)OC(C)(C)C)c1C (centres undefined)	-3%	-3%	-18%
Cc1cc(C)nc(NS(=O)(=O)c2ccc(NC(=O)CCCN3C(=O)c4ccccc4C3=O)cc2)n1	-3%	-8%	1%
O=C(NCC(c1ccco1)N1CCc2ccccc2C1)c1cccc(F)c1 (centres undefined)	0%	-6%	-14%
COc1ccc(Nc2nc3ccccc3n3c(N)nnc23)cc1	-13%	.	-19%
COc1cc(C(C)=O)ccc1OCC(=O)NCCCn1nc(C)cc1C	-1%	.	0%
Cn1ccc(/C=N/N=C2/NC(=O)CS2)n1	-21%	-11%	1%
